PvdQ inh: blocks Pseudomonas aeruginosa PvdQ acylase activity | purified PvdQ acylase, fluorescence plate reader | inhibition, % at 10 µM | 340,000 tested, 0.063% active | AID 488965; in the data active means inhibition above about 30%, passing the limit was not always enough;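 further: 0% = vehicle neutral wells and 100% = reference inhibitor wells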
PKA-R2B activ: activators of human PKA-R2B complex; PKA-R2B holoenzyme dissociation, Cy5-IP20 fluorescence polarization; R2B truncated from residue 108, S112A mutant; 0% DMSO only, 100% 113 µM cGMP; activation, % at 11.4 µM; 340,000 tested, 0.079% active; AID 504700;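 active means activation above a cutoff set at the mean over all compounds plus 3 SD, cut at about 18% in these data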;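 further: higher means more holoenzyme dissociation and a rise in polarization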
Target sequence (P31323 whole entry, looked up, other chains not shown, the tested form may be a part): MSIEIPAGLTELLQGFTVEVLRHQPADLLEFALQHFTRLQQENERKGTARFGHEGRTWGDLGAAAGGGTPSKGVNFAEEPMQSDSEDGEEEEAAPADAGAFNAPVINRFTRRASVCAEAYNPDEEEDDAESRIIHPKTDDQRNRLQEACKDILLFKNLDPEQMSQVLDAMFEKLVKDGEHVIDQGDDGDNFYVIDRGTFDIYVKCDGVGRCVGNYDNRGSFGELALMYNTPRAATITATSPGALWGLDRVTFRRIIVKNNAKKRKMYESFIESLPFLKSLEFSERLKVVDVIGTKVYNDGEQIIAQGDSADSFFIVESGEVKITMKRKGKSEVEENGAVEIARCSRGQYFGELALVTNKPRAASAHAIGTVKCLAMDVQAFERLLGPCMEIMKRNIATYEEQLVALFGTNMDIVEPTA
RTF Ca sens inh: cardiac RTF calcium desensitization | P19429+P45379 | IANBD-labeled cardiac RTF, Ca2+ fluorescence | inhibition, % at 7.15 µM | 340,000 tested, 0.12% active;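 active means inhibition above the mean inhibition of all tested compounds plus 3 SD, cut at about 17% in these data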;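 further: assay run at fixed EC70 calcium of 1.6 mM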
DAGLB inh: diacylglycerol lipase beta (human) inhibition; HEK293T DAGLB membrane lysate, EnzChek fluorogenic substrate; AID 504411; Q8NCG7; inhibition, % at 5.17 µM; 340,000 tested, 0.059% active; in the data active means inhibition above about 34%;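 further: 0% = enzyme with vehicle and 100% = wells lacking enzyme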
SR-BI DiI inh: blocks mouse SR-BI lipid uptake from DiI-HDL. ldlA[mSR-BI] CHO cells, DiI-HDL uptake fluorescence, 3 h. inhibition, % at 12.5 µM. 320,000 tested, 0.96% active. AID 488896;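 active means mean replicate inhibition of at least 70% and a set share of replicates each scoring 70 or more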;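 further: 0% = median of neutral control wells and 100% = median of positive control wells; values of inactives mirror those of a sister screen read the other way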
C-LANA FP: blocks KSHV LANA C-terminal domain binding to DNA. MBP-C-LANA/FAM-LBS DNA binding, fluorescence polarization. inhibition, % at 9 µM. 340,000 tested, 0.078% active;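 active means highest replicate inhibition at or above 60% at 9 µM, even if other replicates fall short; inactive means all replicates below 60% inhibition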;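 further: 0% = neutral control wells and 100% = 4 µM acridine orange control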
Keap1 Nrf2 FP: disrupts human Keap1 binding to Nrf2 peptide. Q14145. Keap1 Kelch-Nrf2 peptide fluorescence polarization, 1536-well. inhibition, % at 9.4 µM. 340,000 tested, 0.15% active. AID 504523; in the data active means inhibition above about 12%;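 further: human Keap1 Kelch domain with fluorescein labeled Nrf2 9mer peptide probe; 0% = neutral control wells and 100% = peptide positive control; higher means more block of Keap1 binding to Nrf2 peptide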
Target sequence (Q14145 whole entry, looked up, the tested form may be a part): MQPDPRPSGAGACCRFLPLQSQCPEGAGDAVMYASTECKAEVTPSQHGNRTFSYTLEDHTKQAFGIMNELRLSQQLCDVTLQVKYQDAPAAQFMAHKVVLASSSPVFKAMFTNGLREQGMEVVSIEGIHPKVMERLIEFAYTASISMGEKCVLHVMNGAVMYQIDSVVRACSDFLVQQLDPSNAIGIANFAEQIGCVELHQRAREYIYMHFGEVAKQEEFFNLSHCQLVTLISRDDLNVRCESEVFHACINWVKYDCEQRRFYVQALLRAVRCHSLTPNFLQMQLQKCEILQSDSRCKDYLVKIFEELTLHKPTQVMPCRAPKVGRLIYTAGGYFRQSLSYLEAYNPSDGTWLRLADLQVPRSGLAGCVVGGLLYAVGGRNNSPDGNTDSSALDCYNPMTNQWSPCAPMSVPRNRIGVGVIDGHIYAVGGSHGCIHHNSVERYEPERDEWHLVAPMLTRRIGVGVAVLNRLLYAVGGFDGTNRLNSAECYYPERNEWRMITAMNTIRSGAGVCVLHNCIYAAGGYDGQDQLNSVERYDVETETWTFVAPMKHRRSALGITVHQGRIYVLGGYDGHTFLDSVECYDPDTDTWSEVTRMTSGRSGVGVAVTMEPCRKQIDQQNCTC
Arr AP2 block: inhibitors of human beta-arrestin and AP2 interaction | FITC-arrestin peptide / GST-AP2 beads, flow cytometry; AP2 beta2 appendage carries R879A mutation | inhibition, % at 10 µM | 340,000 tested, 0.31% active;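 active means inhibition above a set limit, near 3 SD of compounds lacking own fluorescence, cut at about 54% in these data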;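 further: plate controls were DMSO wells for no effect and 5 µM unlabelled arrestin peptide for full effect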
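System: GST-tagged AP2 beta2-adaptin appendage (R879A) on 4 µm glutathione beads / Reagent: FITC-arrestin peptide, 50 nM / Detection: HyperCyt-sampled flow cytometry, FL1 channel, ex 488/em 535 nm / Timing: 12 min plus 1 h, RT / Buffer or medium: PBS plus Tween 20 (0.05%) and BSA (0.1%)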
SR-BI DiI-HDL act: SR-BI HDL lipid transfer activation; CHO ldlA[mSR-BI] cells, DiI-HDL uptake fluorescence, 3 h; 100 = double the neutral-control signal; AID 504775; activation, % at 12.5 µM; 320,000 tested, 0.096% active;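 active means mean replicate activation of at least 60% and every replicate at or above 60%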;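 further: 0% = median plate neutral-control signal and 100% = twice that signal; values of inactives mirror those of a sister screen read the other way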
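Assay system: LDL receptor-deficient CHO ldlA cells overexpressing murine SR-BI / Medium: BSA-supplemented, HEPES-buffered Ham's F12, pH 7.4 / Probe or stimulus: DiI-labelled HDL at 10 µg/mL final / Timing: compound with DiI-HDL co-incubation, 3 h at 37 °C / Technique: bottom-read cell fluorescence after medium removal, ex 550/em 595 nm / Measure: HDL uptake via cellular fluorescence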
NSD2 HMT inh: inhibitors of human histone methyltransferase NSD2 | NSD2 peptide methylation, AlphaScreen, 120 min | 310,000 tested, 0.54% active | AID 743445 | inhibition, % at 12.5 µM; in the data active means inhibition above about 50%
An asterisk follows results filed as active; x = not tested or not shown; & = joins results of further samples. This is a subset, so the mix of outcomes need not match the whole.

SMILES	PvdQ inh	PKA-R2B activ	RTF Ca sens inh	DAGLB inh	SR-BI DiI inh	C-LANA FP	Keap1 Nrf2 FP	Arr AP2 block	SR-BI DiI-HDL act	NSD2 HMT inh
CCCOC(=O)C1C2c3ccccc3C(c3ccccc32)C1C(=O)O (stereo unspecified)	-1	-9	-2	-2	-23	-0.1	-3	-4	23	2
O=C1NC(=S)NC(=O)C1Cc1ccccc1	3	-4	-5	1	-15	1.7	-3	31	15	1
CCC(C)N1C(=O)NC(=O)C2(Cc3cc(C)ccc3N(C)C2)C1=O (stereo unspecified)	-8	-9	2	0	-7	-1.4	-1	-10	7	1
Cc1cc(OCC(=O)NCc2ccc(S(N)(=O)=O)cc2)c2c3c(c(=O)oc2c1)CCC3	6	-10	-13	0	-12	0.0	0	0	12	-1
CCN(CC)c1ccc(CN2CC=C(c3ccc(F)cc3)CC2)cc1	-5	-18	0	-2	-30	-0.3	0	7	30	54*
O=C(CCc1ccc(O)cc1)N1C[C@H]2C[C@@H](C1)c1cccc(=O)n1C2	-1	0	-5	0	-10	0.5	-3	-9	10	x
Oc1ccc2c3c1O[C@H]1c4[nH]c5ccccc5c4C[C@@]4(O)[C@@H](C2)N(CC2CC2)CC[C@]314	5	11	13	1	4	-0.9	-4	28	-4	x
COC(=O)C1=C(c2ccc(C(C)=O)cc2)C[C@@H]2CC[C@H]1N2C(=O)N1CCC(O)CC1	-4	6	-3	-3	-32	1.6	-6	3	32	x
CC(C)c1c(CN(C)C(C)Cc2ccccc2)n(C)n(-c2ccccc2)c1=O (stereo unspecified)	-23	-3	4	-1	-1	3.1	-2	-3	1	x
CCC1([N+](=O)[O-])COP(N)(=O)OC1 (stereo unspecified)	-6	-9	-3	3	-12	0.1	1	18	12	-2
Nc1c(C(=O)NCCN2CCOCC2)c2nc3ccccc3nc2n1Cc1ccccc1	-16	-4	-4	0	-13	-0.7	-5	-5	13	-4
CC(Cc1ccccc1)NC(=O)C(c1ccc(N)cc1)c1ccc(N)cc1 (stereo unspecified)	-14	4	-6	0	21	-13	5	-12	-21	2
CNC(=O)ON(C(=O)NC)C1N(C)C(=S)SC1(C)C (stereo unspecified)	-14	10	-13	0	1	2.2	-2	4	-1	-2
Cn1c(O)c(C(c2ccccn2)c2c(O)n(C)c(=S)n(C)c2=O)c(=O)n(C)c1=S	1	-2	-8	3	-14	-0.5	-1	10	14	-1
CN1CCc2c(c(N3CCCCC3)nc3n[nH]c(N)c23)C1	-5	-5	3	0	-30	-2.5	-6	-5	30	4
CCN1C[C@]2(COC)CC[C@H](O)[C@@]34C5C[C@@H]6[C@@H](OC)C[C@@](O)(C5[C@H]6O)[C@](O)([C@@H](OC)C23)[C@@H]14 (stereo partly specified)	-10	-9	-2	0	-19	1.0	-4	0	19	x
CN1CCCN(C(=O)COc2ccccc2)CC1	-20	-4	-8	-2	-8	1.3	-4	-12	8	0
CC(C(N)=O)N1CC(c2ccc(Cl)cc2)CC1=O (stereo unspecified)	-15	-1	8	-1	-6	-1.2	-5	-5	6	-5
O=C1CC(=O)N(Cc2ccccc2)C(=S)N1	4	-10	-3	12	x	1.3	-4	-2	x	35
Cc1cccc(CSc2nc3c(cc2C#N)CN(C)CC3)c1	-3	-4	0	1	-28	-1.0	0	0	28	0
Cc1ccc(N2C(=O)NC(=O)/C(=C\c3cc(C)n(-c4cc(C(=O)O)cc(C(=O)O)c4)c3C)C2=O)cc1	7	-1	-1	1	-5	6.1	-5	-7	5	28
COc1ccc(CCNCc2ccc(Br)cc2)cc1OC	-10	-2	-2	-2	-5	-0.6	-5	1	5	15
CSc1ncc(Cl)c(C(=O)O)n1 (tested in a mixture with another compound)	-25	-2	4	-1	11	0.1	-3	-3	-11	-2
CSc1nc(N)c(N=Nc2ccc([As](=O)(O)O)cc2)c(=O)[nH]1	-5	4	-8	-1	21	-1.9	-2	4	-21	x
O=C(c1ccc(CS(=O)(=O)c2ccccc2)o1)N1CCC2(CC1)OCCO2	-10	-5	0	1	-9	0.8	-3	-1	9	x
Cc1nc2ccccc2c(=O)n1-c1ccccn1	6	-2	-1	3	-12	0.9	-1	-4	12	0
Clc1ccc2nc3c(c(-c4ccccc4)c2c1)CNCC3	-10	-5	-3	1	-29	-0.7	-4	-6	29	4
C[C@H]1[C@@H](OS(=O)(=O)O)C[C@@H]2C[C@H]([C@@H](O)c3cc(=O)[nH]c(=O)[nH]3)NC3=NC[C@H]1N32	-9	0	-1	1	-12	-0.6	-5	3	12	x
CC(Cc1ccccc1)NC(=O)NC(C)Cc1ccccc1 (stereo unspecified)	1	2	-10	5	-7	2.7	2	-4	7	-3
CCOc1ccccc1N1C(=O)NC(=O)/C(=C/c2ccc3c4c(cccc24)CC3)C1=O	-24	-6	5	1	-2	1.7	-2	5	2	11
COc1ccc(CNC(=O)CCC(=O)N2C[C@H]3C[C@H](C2)c2cccc(=O)n2C3)cc1OC	0	-7	-4	-2	-13	1.9	-2	5	13	x
C=CCN1C(=O)/C(=C/c2cc(C)n(-c3cccnc3)c2C)C(=O)NC1=S	-4	-1	-1	5	-22	2.5	-4	19	22	9
COC(=O)C1=C(c2ccc(Cl)c(C(F)(F)F)c2)C[C@@H]2CC[C@H]1N2C(=O)NC(C)C	-1	-6	1	-3	-4	-0.6	1	3	4	x
CC(C)N1CCN(Cc2c[nH]c3ccccc23)CC1CCO (stereo unspecified)	9	-4	-8	-1	-7	-0.1	-1	-5	7	0
CSc1nc(C)c(Br)c(N2CC2)n1	15	-2	-7	-3	-7	0.8	-10	-2	7	3
CCOC(=O)C1(CCOc2ccccc2)CCN(Cc2ccccc2OC)CC1	-8	-8	-12	-6	-6	-1.2	1	9	6	0
CC(=O)N1CCC2(CC1)CC(=O)c1cc(OCC(=O)N3CCN(C)CC3)ccc1O2	12	-13	1	0	-6	1.0	-4	12	6	x
CCCC(=O)NC(Oc1ccc(OC)cc1)C(Cl)(Cl)Cl (stereo unspecified)	1	-9	-4	-3	18	0.4	2	25	-18	-3
CCC(=O)OC1CCC2C3CCC4CC(=O)C=CC4(C)C3CCC12C (stereo unspecified)	20	-10	-11	-11	-10	-0.5	2	-2	10	0
CCCCn1c(=O)c(C(=O)Nc2cccc(C)c2)c(O)c2ccccc21	18	9	-5	-3	2	1.9	-3	-10	-2	-3
O=C1NC(=O)N(c2ccc(Br)cc2)C(=O)/C1=C/c1ccsc1	-6	3	-9	6	-5	-1.4	-18	-1	5	2
CC(C)(C)c1ccc(O)c(CN2CCN(c3ccccc3)CC2)c1	6	-12	-6	-14	-4	-1.4	0	1	4	-2
Cc1ccc(S(=O)(=O)CC(=O)c2cc(C)c(OC(=O)N(C)C)c(C)c2)cc1	-7	13	-10	1	-3	0.6	-5	-10	3	-1
NC(Cc1ccccc1)c1nc(-c2ccccc2)no1 (stereo unspecified)	16	-8	-3	-4	34	-1.7	0	22	-34	0
Cc1nn(C)c(C)c1/C=C1/CC2C3CC=C4CC(O)CCC4(C)C3CCC2(C)C1=O (stereo unspecified)	-6	-1	-10	-2	2	-1.5	-3	5	-2	-6
CCOc1ccc2oc(C(=O)NN3C(C)CCCC3C)c(C)c2c1 (stereo unspecified)	-4	4	4	-3	13	0.7	2	16	-13	-10
c1ccc2nc(N3CCNCC3)ccc2c1	-5&7	-1&-10	-11&-2	3&1	-3&8	-1.6&0.2	-10&-4	0&11	3&-8	x
COC(=O)C1=C(c2ccc(F)cc2OCc2ccccc2)C[C@@H]2CC[C@H]1N2C(=O)NCCOc1ccc(OC)cc1	-2	-5	-2	-2	33	4.3	-7	2	-33	x
Nc1ccccc1N=Cc1c(O)n(CCC2=CCCCC2)c(=O)[nH]c1=O	1	0	3	1	-18	-0.5	4	17	18	0
COC(=O)C(C)Oc1cc(C)cc2oc(=O)c3c(c12)CCCC3 (stereo unspecified)	-13	-10	3	-6	30	-0.1	-3	7	-30	-1
CN1C(=O)/C(=C\c2ccc(N3CCCCC3)o2)C(=O)NC1=S	-13	-4	-41	-1	-39	0.3	-5	-9	39	x
Cc1cc(/C=C2\C(=O)NC(=S)N(C)C2=O)c(C)n1C1CCCCC1	3	-3	-24	-2	-17	2.7	-2	4	17	-1
CN(C)C(=O)Oc1ccc2c(c1)O/C(=C\c1cccc([N+](=O)[O-])c1)C2=O	-20	-2	-9	0	-15	2.5	-3	-12	15	1
S=P1(Oc2ccccc2)Nc2ccccc2N1	-10	-2	0	1	-11	0.7	-1	5	11	0
CCc1ccc(-c2nn(Cc3ccccc3)cc2C=O)cc1	8	-7	-2	-6	-15	1.0	3	-3	15	0
CCCCOc1ccc(CN2CCN(CCO)CC2)cc1	-7	-5	-2	-2	-9	-0.2	3	3	9	-4
OCC1CO1 (stereo unspecified)	-3	-5	2	-3	-4	-1.3	0	36	4	x
O=c1cccc2n1CC1CC2CN(c2nc(N3CCCCC3)nc(N3CCCCC3)n2)C1 (stereo unspecified)	-8	-6	-3	-1	-19	3.8	-1	14	19	-1
CC1(C)NC(=S)C(C)(C)N1N=O	-4	-1	2	1	4	0.1	5	10	-4	6
CN(C)C(=O)Oc1ccc2oc(=O)cc(-c3cc4ccccc4o3)c2c1	-13	-5	0	-2	-13	0.8	1	-10	13	-2
Next entries follow.
SMILES	PvdQ inh	PKA-R2B activ	RTF Ca sens inh	DAGLB inh	SR-BI DiI inh	C-LANA FP	Keap1 Nrf2 FP	Arr AP2 block	SR-BI DiI-HDL act	NSD2 HMT inh
CCCN1CCc2cc(O)cc3c2[C@H]1Cc1ccc(O)c(O)c1-3	-12	7	-2	2	20	-1.7	-4	37	-20	x
C=CCN1CC[C@]23c4c5ccc(O)c4OC2C(O)C=CC3[C@H]1C5 (stereo partly specified)	-7	5	-11	2	-26	0.5	-7	18	26	x
O=C(c1cn(Cc2ccccc2F)c2ncccc12)C(F)(F)F	10	-8	1	-8	5	-0.4	-3	35	-5	x
CC(C)n1cc(C(=O)N(CC(=O)NC2CCCC2)Cc2ccccc2)cn1	-6	-3	-6	1	-3	0.1	2	1	3	0
